AmpC det inh: blocks E. coli AmpC beta-lactamase in presence of detergent; purified AmpC, nitrocefin hydrolysis with detergent; Potency, µM (top dose mostly 28.7 µM), for the others: at the highest dose activity change, negative = inhibition; hit rate 0.09% among 71,000; active means well fitted curve in the direction sought with a large enough effect
Target sequence (P00811 whole entry, looked up): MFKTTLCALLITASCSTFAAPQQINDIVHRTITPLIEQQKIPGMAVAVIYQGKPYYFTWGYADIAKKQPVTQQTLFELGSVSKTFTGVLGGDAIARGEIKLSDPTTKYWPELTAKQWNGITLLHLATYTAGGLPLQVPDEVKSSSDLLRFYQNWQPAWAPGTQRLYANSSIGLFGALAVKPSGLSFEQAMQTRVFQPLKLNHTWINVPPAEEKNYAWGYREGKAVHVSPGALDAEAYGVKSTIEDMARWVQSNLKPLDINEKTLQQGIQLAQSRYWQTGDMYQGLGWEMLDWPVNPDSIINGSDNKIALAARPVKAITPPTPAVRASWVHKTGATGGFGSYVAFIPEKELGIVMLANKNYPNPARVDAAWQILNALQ
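E. coli AmpC (5.3 nM) in 20 mM phosphate pH 7.0 with 0.01% Triton X-100, preincubated 15 min RT with compound; nitrocefin (2 uL of 800 uM stock) hydrolysis followed by 480 nm absorbance every 20 s over 4 min.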
Starred values were filed as active, the others as inactive; & = joins results of further samples; [ ] = remark or other dose. On the % scale 0 is the no-effect control and ±100 the full control effect; potency means the concentration at half of the fitted maximal effect. A portion of the library; count on the stated rates, not on these rows.

Sample of the layout (2 entries):
SMILES | AmpC det inh
COCCSc1ccccc1C(=O)Nc1nncs1 | 5.6%
Cc1ccc(S(=O)(=O)Nc2nonc2C)cc1 | -3.3%

All compounds of this part, from the first entry:
SMILES | AmpC det inh
COCCSc1ccccc1C(=O)Nc1nncs1 | 5.6%
Cc1ccc(S(=O)(=O)Nc2nonc2C)cc1 | -3.3%
CCS(=O)(=O)N1CCCC(C(=O)N2CCc3ccccc3C2)C1 (stereo not drawn) | -4.9%
COC(=O)C(O)(CC(=O)Nc1cccc(SC)c1)C(F)(F)F (stereo not drawn) | -2.0%
CC(C)(O)C#Cc1ccc(C(=O)N2CCN(C(=O)c3ccco3)CC2)cc1 | 8.9%
Cc1cc(NC(=O)CCC2COc3ccccc3O2)no1 (stereo not drawn) | -0.7%
CCOC(=O)C1=C(CSc2n[nH]c(N)n2)NC(=O)NC1C (stereo not drawn) | 1.2%
CC(=O)N1CCC[C@@]2(CCN(C(=O)Nc3ccccc3)C2)C1 | 0.8%
CCOC(=O)c1cccnc1SCC(=O)NC(C)CC (stereo not drawn) | -4.0%
CCCCCNC(CC(=O)Nc1ccc(OC)cc1)C(=O)O (stereo not drawn) | -2.6%
CC(C)(C)c1nnc2sc(SCCN3C(=O)c4ccccc4C3=O)nn2c1=O | -1.4%
O=C(NCc1ccccc1)N(Cc1nc2ccccc2c(=O)[nH]1)C1CCCC1 | 1.1%
Cc1occc1-c1nnc(SCC(=O)NCCc2ccccc2)n1C(C)c1ccccc1 (stereo not drawn) | 6.7%
CCN1CCN(C(c2cccs2)C(C)NC(=O)c2ccccc2)CC1 (stereo not drawn) | 11.6%
O=C1CC(c2ccco2)CC2=C1C1c3ccccc3C(=O)N1c1ccccc1N2 (stereo not drawn) | 4.9%
O=C1CC(c2ccccc2)Cc2nc(NCc3ccco3)ncc21 (stereo not drawn) | -0.2%
C[C@H]1OC[C@@H](C[N+](C)(C)C)O1 | -1.0%
O=C(NCCCN1CCOCC1)[C@@H]1CSC2c3ccccc3C(=O)N21 (stereo partly drawn) | 11.8%
O=C(NCC(c1cccnc1)N1CCOCC1)c1ccc2c(c1)OCO2 (stereo not drawn) | -2.6%
CC(=O)Nc1nnc(SCC(=O)NCCOc2ccccc2)s1 | 16.2%
Clc1ccc(OCCn2cnc3ccccc32)cc1 | -6.7%
CCOc1cccc(C2c3c(oc4ccccc4c3=O)C(=O)N2c2ccccn2)c1 (stereo not drawn) | 13.8%
CCOc1ccccc1-n1c(SCC(=O)N2CCOCC2)nnc1-c1ccccn1 | 0.5%
COc1cc(OC)cc(-n2c3nc4ccccc4nc3c3c(=O)n(CC4CCCO4)cnc32)c1 (stereo not drawn) | -3.6%
O=C1NC2NC(=O)N(C(Cc3ccccc3)C(=O)O)C2N1 (stereo not drawn) | -0.8%
CCOc1cc(S(=O)(=O)NC2CCCCCC2)ccc1F | -7.5%
Cc1cc(NS(=O)(=O)c2cccs2)no1 | -2.8%
COC(=O)c1cc2oc3ccccc3c2n1Cc1ccccn1 | -0.2%
O=C(Cn1c(=O)n(CCCC(=O)NC2CCCC2)c(=O)c2ccccc21)NCCC1=CCCCC1 | -2.2%
COc1cccc(-n2nnc3c(=O)n(Cc4ccc(Br)cc4)cnc32)c1 | -1.6%
CCOC(=O)C(O)(c1ccc(N(CC)C(=O)OC)cc1)C(F)(F)F (stereo not drawn) | -1.7%
Cc1n[nH]c(C)c1S(=O)(=O)Nc1ccc2c(c1)OCCO2 | -4.0%
CCOCCCNC(=O)CC1Oc2ccc(C)cc2NC1=O (stereo not drawn) | 11.8%
COC(=O)[C@@]1(Cc2ccc(F)cc2)[C@H]2c3cc(C(=O)N(C)C)n(CCO)c3C[C@H]2CN1C(=O)c1ccccc1 | 16.6%
Cc1ccnc(NC(=O)CCCOc2cc(=O)n(C)c3ccccc23)c1 | -2.8%
COCCn1c(SCc2cnc(-c3ccccc3)s2)nnc1-c1ccncc1 | -5.1%
O=C(CCl)c1ccccc1 | 3.5%
O=c1onc2cnc3ccccc3n12 | -0.2%&12.8%
COc1cccc(NC(=O)CN(c2cccc(F)c2)S(C)(=O)=O)c1 | -3.6%
COC(=O)c1nc2n(n1)C(c1ccc(OC)c(OC)c1)C(C(=O)OC1CCCCC1)=C(C)N2 (stereo not drawn) | 2.9%
CN1CCN(C2=C(Cl)C(=O)N(CCc3ccccc3)C2=O)CC1 | 8.1%
COc1ccc(C2CC(c3ccccc3)Nc3nc(NC(=O)c4ccco4)nn32)cc1 (stereo not drawn) | 12.3%
O=C(c1cccnc1)N(Cc1ccccc1)c1ccccc1 | 0.1%
CC1CN(Cc2cc(=O)n3ccsc3n2)CC(C)O1 (stereo not drawn) | -1.2%
O=S(=O)(c1ccccc1)N1CCN(S(=O)(=O)c2ccccc2)C1 | -1.3%

Copied from the entries so far, 3 compounds:
SMILES | AmpC det inh
O=C(c1cccnc1)N(Cc1ccccc1)c1ccccc1 | 0.1%
CC1CN(Cc2cc(=O)n3ccsc3n2)CC(C)O1 (stereo not drawn) | -1.2%
O=S(=O)(c1ccccc1)N1CCN(S(=O)(=O)c2ccccc2)C1 | -1.3%

(cont.)
SMILES | AmpC det inh
COc1cc(-c2nnc3sc(Cc4ccc(Cl)cc4)nn23)cc(OC)c1OC | -6.7%
Cc1ccc2nc(-c3ccc(NC(=O)CN4CCN(C(=O)c5ccco5)CC4)cc3)sc2c1 | -3.6%
c1ncc(CC2CCNCC2)[nH]1 | 0.7%
Cc1cc(C(C#N)c2ccccc2)n2ncnc2n1 (stereo not drawn) | 7.3%
O=S(=O)(NCCc1ccncc1)c1cc(Br)ccc1F | -4.5%
Cc1cc(C)c2cc(CN(CCO)C(=O)Nc3ccc(F)cc3)c(=O)[nH]c2c1 | -1.6%
Cc1ccc(CNc2ccc3c(c2)OCO3)c(C)c1 | -1.9%
O=C(Nc1ccccc1)N(CCN1CCOCC1)Cc1ccccc1F | -1.9%
CCS(=O)(=O)N1CCCC(C(=O)NCC2CCCO2)C1 (stereo not drawn) | -8.4%
Nc1ccc(S(=O)(=O)c2ccc(NCN3C(=O)NC(=O)C(=O)C3=O)cc2)cc1 | -0.9%[5.75 µM]
CN(C)c1ccc(-c2cncnc2NCCc2cnc[nH]2)cc1 | 7.3%
Cn1nc(C(=O)Nc2ccc(S(=O)(=O)N3CCCC3)cc2)ccc1=O | -4.6%
N#Cc1cc2sc3nnc(-c4ccncc4)n3c2cc1C#N | 3.6%
CC1(C)Oc2ccc3ccc(=O)oc3c2/C(=C/N)C1=O | 6.5%
CC(=O)N(CC(=O)O)c1ccccc1C(=O)O | -1.3%
COC(=O)[C@H](Cc1ccccc1)NC(=O)NCc1ccc(S(N)(=O)=O)cc1 | -5.4%
CCc1nc(SCC(=O)c2ccc(C)c(C)c2)n[nH]1 | -0.2%
CCOC(=O)c1c(NC(=O)CSc2nnc(-c3ccc(OC)cc3)o2)sc2c1CCC2 | -2.5%
C=CCn1c(COc2ccccc2F)nnc1SCC(=O)NC(=O)NCc1ccco1 | -0.2%
Cc1cc(CN2C(=O)c3ccccc3C2=O)cc(N2CCOCC2)c1 | -2.8%
O=C(CSc1ncn[nH]1)NC1CC2CCC1C2 (stereo not drawn) | -0.7%
COCCn1nnnc1C(c1ccccc1)N1CCN(Cc2ccc3c(c2)OCO3)CC1 (stereo not drawn) | 17.2%
C=CCNC(=O)C1CCN(S(=O)(=O)CC)CC1 | 0.9%
CNc1nc2c(c(=O)n(C)c(=O)n2C)n1Cc1ccccc1 | -1.9%
OC(COc1ccc2cc(Br)ccc2c1)CN1CCCC1 (stereo not drawn) | 1.5%
O=C(COc1ccccc1O)Nc1ccc(Cl)cc1 | 0.8%
COc1ccc(CNC(=O)c2cc(-c3cccc(OC)c3)on2)cc1 | 2.5%
CCNc1ccc(P(=S)(N(C)C)N(C)C)cc1 | -5.3%
CCOC(=O)CCC(=O)N1CCNC(=O)C1 | 6.9%
C=CCn1c(SCC(=O)Nc2cc(NC(C)=O)ccc2OC)nnc1-c1ccccn1 | 12.5%
COc1ccc(/C=N/n2c(=O)[nH]c3c([nH]c4ccc(C)cc43)c2=O)cc1CN1CCOCC1 | -0.5%
COc1ccc(NC(=O)C2CCCN(S(=O)(=O)c3cnc[nH]3)C2)cc1 (stereo not drawn) | 4.5%
O=C(Nc1nncs1)c1ccc(Br)c(S(=O)(=O)N2CCCC2)c1 | -2.0%
Cc1ccc(-c2nnn(CC(=O)N(CC(=O)NCC3CCCO3)c3ccc(F)c(Cl)c3)n2)o1 (stereo not drawn) | 0.1%
Cc1ccc(-n2c(Cc3cccs3)nnc2SCC(=O)Nc2ccc(S(N)(=O)=O)cc2)cc1 | -0.7%
O=C(O)c1oc(C(=O)O)c(C(=O)O)c1C(=O)O | -1.1%[5.75 µM]
COc1ccc2cc(C#N)c(NC(C)C)nc2c1 | 12.7%
CCn1c(SCC(=O)Nc2nc3ccccc3s2)nnc1-c1ccc(OC)cc1 | 17.1%
CCOC(=O)N1CCN(S(=O)(=O)c2ccc(OCC)c3ccccc23)CC1 | -1.0%
O=C(COC(=O)c1cccc(S(=O)(=O)N2CCN(c3ccccc3)CC2)c1)NCc1ccco1 | 19.2%
O=C1CCCCCN1Sc1ccccc1 | 12.6%
CCCn1c(CNS(=O)(=O)c2ccc(C)cc2)nc2ccccc21 | 12.3%
O=C(C(Cc1ccccc1)n1cccc1)N1CCCCCC1 (stereo not drawn) | 10.4%
O=C(CCNc1n[nH]c(=O)[nH]c1=O)N1CCOCC1 | 13.0%
COc1ccccc1C(=O)NCC(c1cccnc1)N(C)C (stereo not drawn) | -2.8%
Nc1ccc2ccccc2c1 | 8.8%
O=C(c1cnccn1)N1CCC2(CC1)CCN(c1ccccn1)CC2 | -0.2%
CCN(CC)c1nc2cc(OC)ccc2cc1C#N | 9.3%
CCOc1ccccc1Nc1ccc(N)cc1S(=O)(=O)O | -0.6%[5.75 µM]
O=C(NC1CCCCC1)N1CCc2ccccc21 | -2.1%
O=C1CCCCCN1CP(=O)(O)CN1CCOCC1 | -1.9%
CCCN(Cc1cc2cc(C)ccc2[nH]c1=O)S(C)(=O)=O | -5.8%
O=C(Nc1ccccc1)N[C@H]1C[C@H](C(=O)O)Nc2cc(Cl)cc(Cl)c21 | -2.4%
Clc1ccccc1OCc1nnc(-c2ccccc2Br)o1 | -4.7%
CCOc1ccc(C(=O)N(CN2CCCC2=O)c2ccccc2)cc1 | -1.5%
Oc1c(-c2cc(-c3ccco3)[nH]n2)ccc2ccccc12 | 23.4%
Cc1cccc(-c2nnc(-c3ccccc3)o2)c1 | 0.5%
Cc1c(Cl)cccc1Nc1nc(N)nc(CSCCO)n1 | 22.3%
COC(=O)CSc1nnc2n(C3CCCCC3)c(=O)c3c4c(sc3n12)CCCC4 | 11.9%
CCC(c1nnnn1C(C)(C)C)N1CCN(C2CCCC2)CC1 (stereo not drawn) | -3.4%

Remaining list, next part:
SMILES | AmpC det inh
CCOC(=O)COC(=O)c1ccc(O)cc1 | 7.4%
Cc1nc(Nc2ccc3c(c2)OCCO3)c2oc3ccccc3c2n1 | -3.8%
COc1cc(C(=O)N2CCCC(c3nc(-c4cccs4)no3)C2)cc(OC)c1OC (stereo not drawn) | 11.6%
Cc1ccc(CN2CC34C=CC(O3)C(C(=O)NCc3ccco3)C4C2=O)cc1 (stereo not drawn) | 12.1%
Cn1ccnc1SCc1cn2ccccc2n1 | -3.9%
CC1CN(S(=O)(=O)c2ccc(Cl)c(S(=O)(=O)N3CC(C)OC(C)C3)c2)CC(C)O1 (stereo not drawn) | 9.2%
Cc1noc(C)c1CSc1nnc2c(C)cc3ccccc3n12 | -1.8%
O=C(c1cnn2c(C(F)F)cc(-c3ccccc3)nc12)N1CCOCC1 | 1.1%
O=c1nc(-c2ccccc2)c2ccccc2[nH]1 | 1.3%
c1ccc2sc(SSc3nc4ccccc4s3)nc2c1 | 5.7%
CCOc1ccc(Nc2nc(NCCN3CCOCC3)nc(OC)n2)cc1 | 13.4%
O=C(NCc1cccs1)C1CCN(S(=O)(=O)N2CCCC2)CC1 | 1.4%
Cc1cc(Cl)ccc1OCCCC(=O)N1CCOCC1 | -5.7%
O=C(COc1ccccc1)NCCn1ccc2ccccc21 | -2.9%
COc1ccc(CCNC(=O)C2CCN(Cc3nc(-c4ccccc4F)oc3C)CC2)cc1OC | -0.8%
CCOC(=O)NC(=O)CSc1nnnn1-c1ccccc1 | -2.3%
c1ccc2c(c1)CCCc1cc(NCCN3CCOCC3)nnc1-2 | 2.6%[12.8 µM]
CCS(=O)(=O)N1CCN(C(=O)CCC2CCCC2)CC1 | -1.7%
COc1ccc(-n2c3c(cc(C(=O)Nc4ccc5c(c4)C(=O)NC5=O)c2=O)C(=O)CCC3)cc1 | 4.0%
O=C(Cl)c1ccc([N+](=O)[O-])cc1 | 5.9%
O=C(Nc1cccnc1)C(Cc1ccccc1)n1cccc1 (stereo not drawn) | 8.5%
COc1cccc(C(=O)N2CCN(CCCc3ccccc3)CC2)c1OC | -1.5%
O=C(O)c1cc2nc(-c3ccccc3)cc(C(F)(F)F)n2n1 | -0.2%
c1ccc(-c2cnc(CSc3nnc4ccccn34)o2)cc1 | 0.5%
Cc1c(C(=O)Nc2ccc(Cl)cn2)oc2ccccc12 | 1.4%
O=C(NC1CCCC1)c1cccc(S(=O)(=O)N2CCCCC2)c1 | -1.9%

Part of the list above, with each value named.
Cc1c(C(=O)Nc2ccc(Cl)cn2)oc2ccccc12
- AmpC det inh = 1.4%

O=C(Cl)c1ccc([N+](=O)[O-])cc1
- AmpC det inh = 5.9%
